# ARFGAP1 inh = inhibitors of rat ARFGAP1 | Q62848 | Arfgap1-stimulated ARF1 GTP hydrolysis, GDP FP detection | inhibition, % at 16.5 µM | hit rate 0.26% among 360,000 | AID 651572;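 active = inhibition above a per-plate limit, mean inhibition of low control wells plus 3 SD, cut at about 25% in these data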;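 also: 0% = DMSO wells with enzyme and 100% = wells lacking Arfgap1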
# Target sequence (Q62848 1-136 limits assumed): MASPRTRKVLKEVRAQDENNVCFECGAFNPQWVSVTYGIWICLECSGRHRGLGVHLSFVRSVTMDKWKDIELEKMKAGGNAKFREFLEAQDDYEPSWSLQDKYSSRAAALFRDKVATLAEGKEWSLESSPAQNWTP
#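 System: truncated rat Arfgap1 GAP domain / Benchmarks: high control wells lacking Arfgap1, low control full reaction with DMSO / Times: compound-enzyme preincubation 20 min, reaction 120 min, detection 60 min, 25 °C / Repeats: one replicate per compound / Also added: human ARF1(Δ1-17)-GTP substrate / Measured by: Tracer-displacement fluorescence polarization with EDTA stop, 620/688 nm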
# ASAP1 inh = inhibitors of human ASAP1 ArfGAP activity; inhibition, % at 16.5 µM; AID 624377; ASAP1-stimulated ARF1 GTP hydrolysis, GDP FP detection; Q9ULH1; hit rate 0.19% among 360,000; in the data active = inhibition above about 25%;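 also: 0% = vehicle with enzyme and substrate and 100% = no enzyme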
# NPR1 activator = GC-A (human) enzyme activation. P16066. HEK293 GC-A cells, cGMP TR-FRET, EC30 ANP; 0% at EC30 ANP, 100% saturating ANP. activation, % at 10 µM. hit rate 0.14% among 370,000; in the data active = activation above about 40%
# PG9 binder = small molecules binding HIV-1 gp120 antibody PG9; AID 624416; TR-FRET gp120-PG9 antibody binding; inhibition, % at 6.7 µM; hit rate 0.43% among 360,000; in the data active = inhibition above about 8.5%
# rCAG RNA binder = r(CAG) repeat RNA binding | AID 651821 | hit rate 1.3% among 370,000 | TO-PRO-1 dye displacement fluorescence | inhibition, % at 3 µM;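 active = inhibition above the plate cutoff, the mean of all test compounds on that plate plus 3 SD, cut at about 35% in these data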;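 also: 0% = DMSO alone and 100% = 100 µM mitoxantrone as full dye displacement; higher means more dye released from RNA so lower well fluorescence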
# NPR2 activator = GC-B (human) receptor activation; HEK293-GC-B cells, CNP EC30, cGMP TR-FRET; 0% at EC30 CNP, 100% saturating CNP; AID 1920062; P20594; hit rate 0.11% among 370,000; activation, % at 10 µM;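 active = activation at 10 µM reaching about 35% in either raw or pattern-adjusted values, limit read from the data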
# Rev-erbA mod = modulates human Rev-erb alpha binding to DNA; Rev-erbα–FITC-DNA binding, fluorescence polarization, 90 min; P20393; activity, % at 10 µM; hit rate 0.79% among 370,000;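 active = activity above about 14%, limit read from the data; passing the limit was not always enough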;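 also: 0% = DMSO wells with 35 nM protein and 100% = DMSO wells with 750 nM protein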
# HTRA1 inh = blocks human HTRA1 serine peptidase | recombinant HTRA1, FP-rhodamine activity-based probe, fluorescence polarization | hit rate 0.5% among 340,000 | inhibition, % at 5.96 µM | AID 504803; in the data active = inhibition above about 36%;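 also: 0% = enzyme with DMSO and 100% = wells lacking enzyme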
# Target sequence (Q92743 whole entry, looked up): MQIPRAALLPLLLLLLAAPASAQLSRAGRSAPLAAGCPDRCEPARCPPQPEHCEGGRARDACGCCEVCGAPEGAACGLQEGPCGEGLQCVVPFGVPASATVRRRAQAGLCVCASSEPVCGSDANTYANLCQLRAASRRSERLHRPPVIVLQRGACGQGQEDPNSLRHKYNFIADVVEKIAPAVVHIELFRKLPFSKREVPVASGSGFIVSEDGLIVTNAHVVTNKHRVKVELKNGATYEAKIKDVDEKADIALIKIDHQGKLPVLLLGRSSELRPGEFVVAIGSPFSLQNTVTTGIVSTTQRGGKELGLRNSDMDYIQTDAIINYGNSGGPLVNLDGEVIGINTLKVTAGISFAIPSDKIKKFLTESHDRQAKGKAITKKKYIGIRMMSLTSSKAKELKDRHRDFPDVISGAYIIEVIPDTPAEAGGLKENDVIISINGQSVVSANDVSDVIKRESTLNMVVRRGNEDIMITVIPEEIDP
# ABHD4 inh = inhibitors of mouse ABHD4; inhibition, % at 8.92 µM; hit rate 0.54% among 370,000; purified mABHD4, FP-Rh probe fluorescence polarization;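 active = inhibition exceeding the mean over every tested compound plus 3 SD, cut at about 30% in these data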;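 also: 0% = plate median of compound wells and 100% = S159A mutant with DMSO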
# Target sequence (Q8VD66 whole entry, looked up): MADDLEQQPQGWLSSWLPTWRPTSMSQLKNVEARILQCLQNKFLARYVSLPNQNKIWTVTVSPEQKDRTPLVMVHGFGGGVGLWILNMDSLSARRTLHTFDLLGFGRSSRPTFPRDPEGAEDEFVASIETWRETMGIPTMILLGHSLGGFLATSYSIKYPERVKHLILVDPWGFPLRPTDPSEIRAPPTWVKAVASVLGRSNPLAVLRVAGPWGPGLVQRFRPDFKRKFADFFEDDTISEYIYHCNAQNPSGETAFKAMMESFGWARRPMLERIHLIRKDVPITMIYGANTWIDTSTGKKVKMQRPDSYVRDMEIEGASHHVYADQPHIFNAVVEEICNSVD
#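 assay system = mABHD4 protein | compound dosing = single nominal dose of 8.92 µM, 0.89% DMSO final | read-out basis = percent inhibition of probe binding, normalized to plate controls | schedule = Enzyme–compound pre-incubation 45 min, then probe 60 min, both 25 °C | detection = fluorescence polarization, excitation 525 nm, emission 598 nm, BODIPY TMR filters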
# SMARCA2 activ = SMARCA2 function activation, primary screen; MG213 cells, MMTV-luciferase reporter, dexamethasone, overnight; activation, % at 9.1 µM; hit rate 1% among 370,000; AID 652017; in the data active = activation above about 7.8%;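 also: 0% = vehicle wells and 100% = reference activator wells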
# Active calls of the source: *; nt = not tested or not shown.
SMILES,ARFGAP1 inh,ASAP1 inh,NPR1 activator,PG9 binder,rCAG RNA binder,NPR2 activator,Rev-erbA mod,HTRA1 inh,ABHD4 inh,SMARCA2 activ
CCc1ccc(NC(=O)CCC(=O)Nc2nnc(C(F)(F)F)s2)cc1,-1,-4,1,-0.8,1,0,-5,-7,4,-1
NC(=O)NC(=O)CSc1nnc(-c2ccc(Cl)cc2)n1CC1CCCO1 (centres undefined),2,18,2,2.0,1,3,-2,-10,-4,-3
CN(O)/C=C/C(=O)c1ccc(Br)cc1,7,-11,-2,-0.3,3,-3,3,nt,3,-1
CC(=O)N1CCN(C(=O)c2ccc(Cl)c(S(=O)(=O)N3CCc4ccccc43)c2)CC1,-13,17,-1,-1.0,0,-2,6,0,0,-2
O=C1/C(=C/c2ccccc2Cl)SC(=S)N1CCCC(=O)N(CCO)c1ccccc1,-6,13,-15,-2.1,1,-12,4,-49,-3,-6
O=C1OCC/C1=C\c1ccc2c(c1)OCO2,5,3,4,-2.4,0,6,-4,-1,0,2
COc1cccc2c1cc1c(=O)n(CC(=O)N3CCCCCC3)nc(C)n12,16,-1,5,-0.2,-4,0,0,5,10,1
CCS(=O)(=O)c1ccc2c(c1)N(S(=O)(=O)c1ccc(Cl)cc1)CC(C(=O)O)O2 (centres undefined),3,-3,1,-0.3,9,3,0,-1,1,-3
Cc1ccc(S(=O)(=O)c2cc3ccccc3oc2=O)cc1,2,1,-1,0.1,-2,1,8,2,1,-1
CN(C)CCOC(=O)/C(=C/c1cn(C)c2ccccc12)NC(=O)c1ccccc1,5,-4,-2,-1.4,-6,3,-4,7,-1,-4
C=CCNC(=O)c1cc(-c2ccc3c(c2)OCO3)on1,5,-5,5,-0.5,-1,4,1,-3,-3,9.1*
O=C(NNC(=O)C1CCCCC1)c1ccncc1,-4,-8,0,0.5,-3,2,4,3,4,-1
O=C(O)CNS(=O)(=O)c1c(Cl)cccc1Cl,1,11,6,-0.5,0,4,-5,1,2,1
CCOc1ccc(-n2ccnc2)nn1,8,-8,1,-1.4,1,1,-7,0,-4,0
Cc1ccc(NC(=O)CN(c2cc(C)cc(C)c2)S(=O)(=O)c2c(C)noc2C)nc1,-7,4,-1,0.9,1,-6,10,-28,-1,-1
Nc1ccc(S(=O)(=O)NCc2ccccn2)cc1,3,-5,0,-1.4,1,0,-2,2,3,-2
Fc1ccc(-c2cnc3n2CCCCC3)cc1,9,0,3,-2.5,2,0,0,4,7,-4
O=C(c1cccs1)N1CCN(c2ncccn2)CC1,-5,-8,-2,-0.6,-1,-1,-4,4,1,0
CCN(C(=O)CSc1nc2cc(S(=O)(=O)N(CC)CC)ccc2o1)C1CCS(=O)(=O)C1 (centres undefined),6,7,1,-0.5,-3,-2,0,5,7,-2
CCN(C(=O)CCc1nnc2ccc(N3CCC4(CC3)OCCO4)nn12)c1ccccc1,1,-1,4,1.1,-6,-1,0,3,0,-1
CSCc1ccc(C(=O)NCc2ccc(F)cc2)cc1,2,-1,4,0.7,0,7,6,-1,0,0
O=C(c1ccc(C(F)(F)F)cc1)C1CCCN(C(=O)CCn2cncn2)C1 (centres undefined),5,1,2,-2.0,-2,1,2,-1,0,0
Cc1ccccc1CN1C(=O)c2ccccc2Sc2ccc(C(=O)NCCN3CCOCC3)cc21,-7,2,5,0.9,-5,6,2,-8,-2,-2
O=C1c2ccccc2S(=O)(=O)c2cc(N3CCN(C(=O)c4ccccc4)CC3)ccc21,13,-2,12,-1.1,-3,12,10,nt,-1,0
COC(=O)c1ccc(COn2nnc3ccccc32)cc1,-12,-10,-11,-1.3,-4,2,-2,-10,-4,4
COc1ccc(OC)c(NC(=O)COC(=O)c2nc(Cl)ccc2Cl)c1,13,-5,4,-0.8,6,1,4,2,-4,-4
CC(=O)NCCC(=O)Nc1cc(F)ccc1C,7,-10,-1,-2.8,4,6,-3,-3,-1,2
COc1ccc(C(C)(O)c2nc(-c3ccccc3OC)cs2)cc1 (centres undefined),13,12,-2,-0.7,0,-3,0,nt,-3,5
CCCCN(C(=O)c1nn(C)c(=O)c2ccccc12)c1c(N)n(CC(C)C)c(=O)[nH]c1=O,0,15,2,0.4,1,-1,-3,0,4,-1
O=C(OCC(=O)c1ccc(Cl)s1)c1cnccn1,-4,-8,0,1.6,17,1,2,1,-5,-1

# In the list so far, these have a COOH group:
SMILES,ARFGAP1 inh,ASAP1 inh,NPR1 activator,PG9 binder,rCAG RNA binder,NPR2 activator,Rev-erbA mod,HTRA1 inh,ABHD4 inh,SMARCA2 activ
CCS(=O)(=O)c1ccc2c(c1)N(S(=O)(=O)c1ccc(Cl)cc1)CC(C(=O)O)O2 (centres undefined),3,-3,1,-0.3,9,3,0,-1,1,-3
O=C(O)CNS(=O)(=O)c1c(Cl)cccc1Cl,1,11,6,-0.5,0,4,-5,1,2,1

# Following part:
SMILES,ARFGAP1 inh,ASAP1 inh,NPR1 activator,PG9 binder,rCAG RNA binder,NPR2 activator,Rev-erbA mod,HTRA1 inh,ABHD4 inh,SMARCA2 activ
CC(C)(C)NC(=O)CSc1ccc(S(=O)(=O)N2CCOCC2)cn1,-15,-13,0,0.1,1,5,-1,6,5,-2
O=C(O)C1C2CCC(O2)C1C(=O)Nc1ccc(Br)cc1F (centres undefined),-10,1,3,-1.4,-1,0,-3,1,-4,3
COC(=O)CC1COc2ccccc2N1C(=O)c1ccc(C(C)(C)C)cc1 (centres undefined),10,-7,-2,3.5,-10,0,0,-3,-13,-2
CCOC(=O)Cn1c(=O)oc2cc(S(=O)(=O)N3CCCC(C(=O)OCC)C3)ccc21 (centres undefined),2,9,3,1.4,-1,2,-3,-2,-1,0
COc1ccc(S(=O)(=O)N2CCOCC2)cc1NC(=O)CN1CCC(Cc2ccccc2)CC1,10,6,0,-2.0,2,9,-6,-29,-2,3
COc1cc(NS(=O)(=O)c2cn(C)cn2)cc(OC)c1OC,6,4,3,-0.2,-1,0,-6,1,8,-2
O=C(COC(=O)CCC(=O)c1ccccc1)NNC(=O)c1ccc(Cl)cc1,-1,-7,0,-1.1,2,-5,-3,2,4,0
COc1ccccc1NS(=O)(=O)c1cc(NC(=O)c2sc3cc(Cl)ccc3c2Cl)ccc1C,-1,4,-3,-3.3,6,2,0,4,-11,-4
Cc1cccc(N2CCN(C(=O)c3cc4ccccc4oc3=O)CC2)c1C,-6,2,-1,-2.2,2,2,4,-4,10,0
O=[N+]([O-])c1cccc(CSc2nc3ccccc3[nH]2)c1,5,11,-4,-0.6,-3,-3,8,-12,-5,4
CC1=C(C(=O)N2CCOCC2)C(c2c(C)cc(C)cc2C)NC(=S)N1 (centres undefined),-9,9,1,-1.4,-1,6,3,4,-1,-1
COCCNC(=O)c1sc(=O)n(Cc2ccc(SC)cc2)c1C,9,-12,0,0.3,-1,-7,-1,nt,5,-2
Cc1cccn2c(=O)c(C=O)c(Sc3ncccn3)nc12,0,5,-3,1.4,0,2,3,0,-4,2
CN(C)c1ccc(P(=O)(OC2CCCCC2)C(O)c2ccccn2)cc1 (centres undefined),22,-5,7,-1.1,-10,-3,6,4,-3,1
CCOC(=O)C1(C(F)(F)F)N=C(c2cccnc2)OC(N2CCCCC2)=N1 (centres undefined),8,-7,-4,-1.0,-1,-2,-7,1,-8,-2
COc1cccc(C=Nc2ccc(N3CCOCC3)cc2)c1O,0,14,-6,-6.5,-1,-1,4,17,20,-2
C/C(Nc1cccc(F)c1)=C(/C#N)C(N)=O,2,5,-2,-2.2,-1,2,-1,0,1,8.3*
COc1ccc(CCSc2nnc(C3CCCCC3)n2N)cc1,10,-2,1,1.9,-2,5,-2,-4,5,-4
C=CCNC(=O)C(=O)NCCOc1ccccc1Cl,-5,6,1,-1.4,-4,-9,1,0,-4,2
COc1ccc(S(=O)(=O)NCCCCOc2ccc(Cl)cc2)cc1,-11,4,7,0.7,2,5,3,-36,-30,-5
Cc1cc(N2CCN(C)CC2)nc2ccc(NC(=O)CCC(=O)NCCCOC(C)C)cc12,14,14,1,-0.3,-7,-4,1,3,-2,-2
COc1ccc(-n2nnnc2-c2nc3ccccc3s2)cc1,-16,9,0,14*,0,-4,14,4,3,0
CC(=O)NCCC(=O)Nc1cc(S(=O)(=O)N2CCOCC2)ccc1Oc1ccc(F)cc1,-7,-1,3,-0.8,-5,-3,2,6,-1,0
CCOc1ccc2nc(NC(NC(C)=O)(C(=O)OC)C(F)(F)F)sc2c1 (centres undefined),-2,11,2,1.0,-2,0,0,1,8,-4
CS(=O)(=O)c1ccc(Cl)c(NC(=O)CSc2nc3ccccc3c(=O)n2CCCN2CCOCC2)c1,-4,-2,4,-1.1,1,8,1,2,-2,-1
O=[N+]([O-])c1ccc2c(c1)C(N1CCOCC1)/C(=C/C1(O)CCCCC1)O2 (centres undefined),-18,5,1,0.0,-2,-1,1,-3,2,-5
COc1ccc(CNC(=O)CSc2nnc3c(Cl)cc(C(F)(F)F)cn23)cc1OC,0,-8,-4,0.2,3,7,1,1,-1,-2

# Gathered by group, those above containing two or more sulfur atoms
SMILES,ARFGAP1 inh,ASAP1 inh,NPR1 activator,PG9 binder,rCAG RNA binder,NPR2 activator,Rev-erbA mod,HTRA1 inh,ABHD4 inh,SMARCA2 activ
O=C1/C(=C/c2ccccc2Cl)SC(=S)N1CCCC(=O)N(CCO)c1ccccc1,-6,13,-15,-2.1,1,-12,4,-49,-3,-6
CCS(=O)(=O)c1ccc2c(c1)N(S(=O)(=O)c1ccc(Cl)cc1)CC(C(=O)O)O2 (centres undefined),3,-3,1,-0.3,9,3,0,-1,1,-3
CCN(C(=O)CSc1nc2cc(S(=O)(=O)N(CC)CC)ccc2o1)C1CCS(=O)(=O)C1 (centres undefined),6,7,1,-0.5,-3,-2,0,5,7,-2
CC(C)(C)NC(=O)CSc1ccc(S(=O)(=O)N2CCOCC2)cn1,-15,-13,0,0.1,1,5,-1,6,5,-2
COc1ccccc1NS(=O)(=O)c1cc(NC(=O)c2sc3cc(Cl)ccc3c2Cl)ccc1C,-1,4,-3,-3.3,6,2,0,4,-11,-4
COCCNC(=O)c1sc(=O)n(Cc2ccc(SC)cc2)c1C,9,-12,0,0.3,-1,-7,-1,nt,5,-2
CS(=O)(=O)c1ccc(Cl)c(NC(=O)CSc2nc3ccccc3c(=O)n2CCCN2CCOCC2)c1,-4,-2,4,-1.1,1,8,1,2,-2,-1
